# Screening results as filed in PubChem BioAssay.
# CCHFV vOTU inh = CCHFV vOTU protease inhibition; hit rate 0.55% among 370,000; inhibition, % at 11.5 µM; Pep-AMC fluorescence; in the data active means inhibition above about 30%; further: 0% = vehicle wells with enzyme and 100% = no enzyme wells
# Starred values were filed as active, the others as inactive.
Compound,CCHFV vOTU inh
COc1ccccc1CNC(=O)N1CCC(c2nc3ccc(Cl)cc3[nH]2)CC1,-3
CC(=NNC(=O)CSc1nnc(-c2ccc(C(C)(C)C)cc2)n1-c1ccccc1)c1cccc2ccccc12,13
O=C(NCCC1=CCCCC1)C1CCN(S(=O)(=O)c2ccccc2[N+](=O)[O-])CC1,-5
CCOC(=O)[C@@]12CN(C(=O)OC(C)(C)C)CC=C1N(Cc1ccc(OC)cc1)C(=O)[C@H]2CC(=O)NCc1cccc(C(F)(F)F)c1,26
OCCCN1CCC2(CCC(c3ccccc3)CC2)C1 (stereo unspecified),1
COc1ccc(C(=O)CSc2nnc(-c3cnccn3)n2-c2ccc(C)cc2)cc1,-1
C#CCNC(=O)C[C@@H]1C(=O)N(CC=C)C2=CCCCC[C@]21C(=O)OC,-3
FC(F)(F)Oc1cccc(Cn2ccc3ccc(-c4ccc5ccn(Cc6cccc(OC(F)(F)F)c6)c5c4)cc32)c1,19
Cc1ccccc1N(C)C(=O)CN1CCN(c2nc(-c3ccccc3)cs2)CC1,1
Cc1cccc(-c2cccc3c4c([nH]c23)[C@@H]2C[C@H](N(C)C(=S)NCCc3ccccc3)[C@H]([C@H](C)O)CN2CC4)c1,4
C[C@@H]1OC(C2CCCCC2)N(C)[C@H]2C[C@H]3c4cc(N5CCOCC5)ccc4CCN3C[C@@H]12 (stereo partly specified),-6
c1cc2ccn(CC3CC3)c2cc1-c1ccc2ccn(CC3CC3)c2c1,0
CC1CCC2(CCC(=O)N2CCCOC(=O)Nc2cccc(C(F)(F)F)c2)CC1 (stereo unspecified),6
COc1cccc(CNC(=O)C2CCCN(c3nc4ccccc4o3)C2)c1OC (stereo unspecified),10
CCN1Cc2nnn(Cc3ccccc3)c2-c2cc(N3CCCC3)ccc2S1(=O)=O,-2
COC(=O)[C@]12C[C@H](CC(=O)NCCCN3CCCC3=O)C(=O)N(Cc3ccco3)C1=C[C@H](C(C)(C)C)O[C@@H]2C,2
COC(=O)[C@]12C[C@H](CC(=O)NCC3CCCCC3)C(=O)N(Cc3ccc4c(c3)OCO4)C1=C[C@H](C(C)C)O[C@@H]2C1CC1,18
O=C(Cn1nc(-c2ccccc2)ccc1=O)NCCc1cccc(F)c1,-2
COC(=O)[C@]12C[C@H](CC(=O)NCCC(C)C)C(=O)N(Cc3ccc(Cl)cc3Cl)C1=C[C@H](C1CCCC1)O[C@@H]2C,27
Cc1ccc(CN2CCCCC(NC(=O)c3ccccc3C)C2=O)cc1 (stereo unspecified),-1

# 3 entries out of the list, sorted by length of the SMILES, descending.
Compound,CCHFV vOTU inh
C[C@@H]1OC(C2CCCCC2)N(C)[C@H]2C[C@H]3c4cc(N5CCOCC5)ccc4CCN3C[C@@H]12 (stereo partly specified),-6
c1cc2ccn(CC3CC3)c2cc1-c1ccc2ccn(CC3CC3)c2c1,0
O=C(Cn1nc(-c2ccccc2)ccc1=O)NCCc1cccc(F)c1,-2

# Other results follow:
Compound,CCHFV vOTU inh
COC(=O)c1cc(C2(c3c[nH]c4ccccc34)CCN(C(=O)OC(C)(C)C)CC2)n2ccccc12,1
CCN1Cc2nnn(Cc3ccc(C)cc3)c2-c2ccccc2S1(=O)=O,-4
CC(=O)CC[C@H]1CC[C@]2(CCCN(C(=O)c3ccco3)C2)O1,-3
COc1ccc(CNC(=S)OC2CCC23CCC(c2ccccc2)CC3)cc1 (stereo unspecified),5
COc1ccccc1-c1cccc2c3c([nH]c12)[C@@H]1C[C@H]2[C@@H](CN1CC3)[C@H](C)ON2C,-3
COC(=O)c1cccc(Cn2ccc3ccc(-c4ccc5ccn(C(=O)c6ccccc6OC)c5c4)cc32)c1,4
Cc1cccc(-c2cccc3c4c([nH]c23)[C@@H]2C[C@H](N(C)C(=O)c3ccco3)[C@H]([C@H](C)O)C(=O)N2CC4)c1,5
CCCC[C@H](C(=O)N(CC)c1ccccc1)[C@@H](O)c1ccc(Cl)cc1,15
COC(=O)[C@]12C[C@H](CC(=O)N3CCOCC3)C(=O)N(Cc3ccc4c(c3)OCO4)C1=C[C@H](C(C)C)O[C@@H]2C1CC1,-7
C=CCNC(=O)NC[C@@]1(C(=O)OC)CC(=O)N(C)[C@@H]1c1ccccc1,-3
CCCCOCCCNC(=O)C[C@H]1C[C@@]2(C(=O)OC)C(=C[C@H](COCc3ccccc3)O[C@@H]2C)N(Cc2ccc(Cl)cc2Cl)C1=O,10
COc1ccc(-c2noc(C3CCCN(C(=O)Nc4ccc(C)c(F)c4)C3)n2)cc1 (stereo unspecified),4
O=C(CN1CCN(c2nc(-c3ccccc3)cs2)CC1)Nc1ccc(F)cc1F,9
C=C(C)CSc1nnc(-c2cc(-c3ccc(OC)cc3)n[nH]2)n1N,-4
COc1ccc(Cn2cc(CN3[C@@H](CC(C)C)COc4cc(Br)ccc4S3(=O)=O)nn2)cc1,14
O=C(NC1CCCCN(Cc2cccc(C(F)(F)F)c2)C1=O)C1C2CC3CC(C2)CC1C3 (stereo unspecified),14
COC(=O)C1CCN(C(=O)CN2CCC(C(=O)c3ccc(C)cc3)CC2)CC1,-4
COC(=O)c1ccc(S(=O)(=O)N2CCC(NC(=O)Cc3ccccc3)CC2)cc1,-5
CCCN(CC1CC1)c1c2c(nc3ncnn13)CCCC2,5
C#CCN1CC(N(C)CCOC(=O)c2ccc(F)cc2)CS1(=O)=O (stereo unspecified),4
CCCCCCCCN1C(=O)[C@@H](CC(=O)NCCCOCCCC)C[C@@]2(C(=O)OC)C1=C[C@H](C(C)C)O[C@@H]2C1CC1,35*
C=CCN1C(=O)[C@H](CC(=O)NCC23CC4CC(CC(C4)C2)C3)[C@@]2(C(=O)OCC)CCCC=C12,17
CCOC(=O)[C@@]12CCCC=C1N(CCc1ccc(Cl)cc1)C(=O)[C@H]2CC(=O)NCc1ccc(OC)c(OC)c1,2
COc1ccc2c(c1)CN1C(=O)N(C3CCCC3)S(=O)(=O)CC21 (stereo unspecified),-2
COC(=O)[C@]12C[C@H](CC(=O)N3CCN(C(=O)c4ccco4)CC3)C(=O)N(Cc3ccc(Cl)cc3Cl)C1=C[C@H](COCc1ccccc1)O[C@@H]2C,10
COc1ccccc1N1CCN(C(=O)c2cc3c(C)nn(-c4ccccc4)c3s2)CC1,3
CCCC[C@H]1C2CC(OC(=O)NCc3ccc(Cl)cc3)C(C2)[C@H]2CCCCN21 (stereo partly specified),2
O=C(NCCc1ccc2c(c1)OCO2)c1cc(-c2ccccc2)c(N2CCOCC2)s1,6
O=C(OC12CCCN(C1)/C(=C/c1cccnc1)C2)c1ccccc1 (stereo unspecified),1
COC(=O)[C@]12C[C@H](CC(=O)NCC3CCCCC3)C(=O)N(Cc3ccco3)C1=C[C@H](C(C)(C)C)O[C@@H]2C,24
Cn1c(=O)oc2cc(S(=O)(=O)N3CCN(c4cccc(C(F)(F)F)c4)CC3)ccc21,4
C#CCNC(=O)C[C@H]1C[C@@]2(C(=O)OC)C(=C[C@H](C3CCCC3)O[C@@H]2C)N(CCC2=CCCCC2)C1=O,8
COP(=O)(Sc1ccccc1)C(Cc1ccccc1)NC(=O)OCc1ccccc1 (stereo unspecified),3
Cc1ccccc1Cn1cc(CN2[C@@H](CC(C)C)COc3cc(Br)ccc3S2(=O)=O)nn1,3
COc1ccc(Oc2c(Cl)cnn(C3c4ccccc4-c4ccccc43)c2=O)cc1,15
O=C(NCc1c(F)cccc1F)C1C2C=CC3(CN(Cc4ccccc4)C(=O)C13)O2 (stereo unspecified),-8
OCCN1CCCC12CCC(c1ccccc1)CC2 (stereo unspecified),-1
CC(=O)NC1CCCCN(C(C)C)C1=O (stereo unspecified),-7
COc1cc(NC(=O)NC2CCCCN(Cc3cccc(Cl)c3)C2=O)cc(OC)c1 (stereo unspecified),4
O=C(NC1CCCCN(Cc2ccc(Cl)cc2)C1=O)c1ccc(Cl)cc1Cl (stereo unspecified),2

# Ordered by molecular weight (lowest first): part of the list above
Compound,CCHFV vOTU inh
CCCN(CC1CC1)c1c2c(nc3ncnn13)CCCC2,5
O=C(OC12CCCN(C1)/C(=C/c1cccnc1)C2)c1ccccc1 (stereo unspecified),1
O=C(Cn1nc(-c2ccccc2)ccc1=O)NCCc1cccc(F)c1,-2
C#CCN1CC(N(C)CCOC(=O)c2ccc(F)cc2)CS1(=O)=O (stereo unspecified),4
CCCC[C@H](C(=O)N(CC)c1ccccc1)[C@@H](O)c1ccc(Cl)cc1,15
COc1cccc(CNC(=O)C2CCCN(c3nc4ccccc4o3)C2)c1OC (stereo unspecified),10
CCCC[C@H]1C2CC(OC(=O)NCc3ccc(Cl)cc3)C(C2)[C@H]2CCCCN21 (stereo partly specified),2
Cc1ccccc1N(C)C(=O)CN1CCN(c2nc(-c3ccccc3)cs2)CC1,1
O=C(NCc1c(F)cccc1F)C1C2C=CC3(CN(Cc4ccccc4)C(=O)C13)O2 (stereo unspecified),-8
O=C(CN1CCN(c2nc(-c3ccccc3)cs2)CC1)Nc1ccc(F)cc1F,9
COC(=O)c1ccc(S(=O)(=O)N2CCC(NC(=O)Cc3ccccc3)CC2)cc1,-5
COc1cc(NC(=O)NC2CCCCN(Cc3cccc(Cl)c3)C2=O)cc(OC)c1 (stereo unspecified),4
COc1ccccc1N1CCN(C(=O)c2cc3c(C)nn(-c4ccccc4)c3s2)CC1,3
C[C@@H]1OC(C2CCCCC2)N(C)[C@H]2C[C@H]3c4cc(N5CCOCC5)ccc4CCN3C[C@@H]12 (stereo partly specified),-6
Cn1c(=O)oc2cc(S(=O)(=O)N3CCN(c4cccc(C(F)(F)F)c4)CC3)ccc21,4
COC(=O)c1cc(C2(c3c[nH]c4ccccc34)CCN(C(=O)OC(C)(C)C)CC2)n2ccccc12,1
Cc1cccc(-c2cccc3c4c([nH]c23)[C@@H]2C[C@H](N(C)C(=O)c3ccco3)[C@H]([C@H](C)O)C(=O)N2CC4)c1,5
COC(=O)[C@]12C[C@H](CC(=O)NCC3CCCCC3)C(=O)N(Cc3ccco3)C1=C[C@H](C(C)(C)C)O[C@@H]2C,24
COC(=O)[C@]12C[C@H](CC(=O)NCCCN3CCCC3=O)C(=O)N(Cc3ccco3)C1=C[C@H](C(C)(C)C)O[C@@H]2C,2
COC(=O)[C@]12C[C@H](CC(=O)NCC3CCCCC3)C(=O)N(Cc3ccc4c(c3)OCO4)C1=C[C@H](C(C)C)O[C@@H]2C1CC1,18
CCOC(=O)[C@@]12CN(C(=O)OC(C)(C)C)CC=C1N(Cc1ccc(OC)cc1)C(=O)[C@H]2CC(=O)NCc1cccc(C(F)(F)F)c1,26
COC(=O)[C@]12C[C@H](CC(=O)N3CCN(C(=O)c4ccco4)CC3)C(=O)N(Cc3ccc(Cl)cc3Cl)C1=C[C@H](COCc1ccccc1)O[C@@H]2C,10

# (list continues)
Compound,CCHFV vOTU inh
CCN(CC)CCCN1C(=O)C2=C(C1=O)C1N(C)c3ccccc3[C@@]13C[C@@H](CO)N(C(=O)CCC(=O)OC)C3=N2 (stereo partly specified),4
OC(c1ccccc1)(c1ccccc1)C1CCN(CCCOc2ccc(OC(F)(F)F)cc2)CC1,31*
Cc1ccccc1N1CCN(C(=O)CN2C(=O)CC(C)(C)S(=O)(=O)c3ccccc32)CC1,4
CCCCCCCCN1C(=O)[C@@H](CC(=O)N2CCSCC2)C[C@@]2(C(=O)OC)C1=C[C@H](C(C)C)O[C@@H]2C1CC1,29
Cc1ccccc1N1CCN(S(=O)(=O)c2ccc3c(c2)n(C)c(=O)c(=O)n3C)CC1,-1
COc1ccc(S[C@]2(C(=O)N(C)C)CC(=O)N(C(=O)c3ccccc3)[C@@H]2c2ccc(OC)cc2)cc1,-2
CCn1c2ccccc2c2cc(NC(=O)COC(=O)c3cccc(OC)c3)ccc21,-8
COC(=O)[C@]12C[C@H](CC(=O)NCCC(C)C)C(=O)N(Cc3cccc4ccccc34)C1=C[C@H](COCc1ccccc1)O[C@@H]2C,13
C=CCNC(=O)NCC1CCN(Cc2ccc(OC)cc2)CC1,-3
COC(=O)[C@]12C[C@H](CC(=O)NCc3cccc4ccccc34)C(=O)N(CCc3ccc(OC)c(OC)c3)C1=C[C@H](COCc1ccccc1)O[C@@H]2C,-2
COC(=O)c1cc(-c2ccc(C(C)(C)C)cc2)c(=O)n2c1CCC2,3
CCCCCCCCN1C(=O)[C@@H](CC(=O)NCCCN2CCCC2=O)C[C@@]2(C(=O)OC)C1=C[C@H](COCc1ccccc1)O[C@@H]2C,11
O=[N+]([O-])c1ccccc1/C=C/C1Nc2cccc3cccc(c23)N1,5
C[C@@H]1OCN(C)[C@H]2C[C@H]3c4[nH]c5cccc(-c6cccc(F)c6)c5c4CCN3C(=O)[C@@H]12,-20
COc1ccc(N=C(N)NC(=O)OCc2ccccc2)cc1,-7
CCOC(=O)C1(Cc2ccccc2)CCN(Cc2ccccc2OC)CC1,-2
CC(C)(C)OC(=O)NCc1cc(F)ccc1/C=C/S(=O)(=O)NCc1ccc(F)cc1,20
COC(=O)[C@]12C[C@H](CC(=O)N3CCCCC3)C(=O)N(CCC3=CCCCC3)C1=C[C@H](C(C)C)O[C@@H]2C1CC1,16
O=C(C1CCN(S(=O)(=O)c2ccccc2)CC1)N1CCN(C2CCCCC2)CC1,-2
COc1ccc(OC)c(CN2C(=O)CCCC2(C)c2nnnn2C2CCCC2)c1 (stereo unspecified),-3
COC(=O)c1cc(S(=O)(=O)N2CCN(C(C)=O)CC2)cn1C,6
CC(C)CNC(=O)OCc1cn(Cc2cc(F)ccc2F)nn1,-7
O=S1(=O)c2ccc(N3CC[C@@H](O)C3)cc2O[C@@H]2CCN1C2,3
COc1ccc(-n2c(SCC(=O)Nc3ccc(S(=O)(=O)Nc4nccs4)cc3)nnc2-c2ccco2)cc1,5
COc1cc(NC(=O)C2CCCN(S(=O)(=O)c3ccc(C)c(C)c3)C2)cc(OC)c1 (stereo unspecified),-1
COc1ccc2c(c1)CN1C(=O)N(CC(C)C)S(=O)(=O)CC21 (stereo unspecified),-4
COc1ccc(S[C@]2(C(=O)N3CCN(c4ncccn4)CC3)CC(=O)N(c3ccc4ccccc4c3)[C@@H]2c2ccc(OC)cc2)cc1,-5
O=C(NCCN1CCC(Cc2ccccc2)CC1)C1CCCN(S(=O)(=O)c2ccc(Cl)s2)C1 (stereo unspecified),10
Cc1cc(C)cc(NC(=O)NC2CCN(S(=O)(=O)c3ccc(F)cc3)CC2)c1,-3

# An excerpt, so the mix of outcomes need not match the whole.
